Compound activity: PubChem, several laboratories
Rpn11 block = Rpn11 (PSMD14) deubiquitinase inhibitors, primary screen, biochemical, fluorescence polarization, uHTS | calls only at 20 µM | human 26S proteasome, Ub4-pepOG fluorescence polarization; 20S core pre-blocked with epoxomicin | 26S proteasome non-ATPase regulatory subunit 14 (Homo sapiens), O00487 | 360,000 compounds, 0.59% hits | AID 588493, 2011;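 active means inhibition at 20 µM, scaled to each plate's controls, above about 33%, limit read from the data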
Target sequence (O00487 whole entry, looked up): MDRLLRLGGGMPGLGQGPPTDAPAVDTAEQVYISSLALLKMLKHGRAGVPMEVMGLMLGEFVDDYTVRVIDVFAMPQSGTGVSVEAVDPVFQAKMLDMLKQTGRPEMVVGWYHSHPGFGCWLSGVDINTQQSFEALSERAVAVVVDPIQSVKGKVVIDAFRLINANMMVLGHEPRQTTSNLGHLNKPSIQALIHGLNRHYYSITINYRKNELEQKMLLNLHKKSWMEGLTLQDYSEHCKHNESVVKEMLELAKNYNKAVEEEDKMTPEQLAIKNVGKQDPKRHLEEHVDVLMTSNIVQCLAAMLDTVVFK
Neddylation inh = inhibitors of cullin neddylation, primary screen, biochemical, TR-FRET, uHTS, NAE and Ubc12; calls only at 25 µM; 360,000 compounds, 0.58% hits; in the data active means inhibition above about 36%
Rin1 Abl inh = inhibitors of Rin1-Abl protein binding, primary screen, biochemical, TR-FRET; Tyrosine-protein kinase ABL1 (Homo sapiens) + Ras and Rab interactor 1 (Homo sapiens), …; inhibition, % at 7.35 µM; 360,000 compounds, 0.4% hits; in the data active means inhibition above about 5%, passing the limit was not always enough
SKN-1 inh = suppressors of acrylamide-induced Pgst-4::GFP reporter in worms, primary screen, SKN-1 inhibitor project, whole organism, uHTS, GFP/RFP fluorescence ratio, strain VP596; AID 624304, 2012; 360,000 compounds, 0.49% hits; C. elegans VP596 Pgst-4::GFP/RFP ratio, 24 h; inhibition, % at 21.8 µM;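 active means interference check ratio from 0.5 to 1.5 plus GFP to RFP signal ratio inhibition reaching or exceeding a fixed threshold, cut at about 30% in these data, passing the limit was not always enough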; further: some compounds called inactive have numbers as strong as hits
FAS TE block = FAS thioesterase domain inhibitors, primary screen, biochemical, fluorescence intensity, uHTS; 360,000 compounds, 0.67% hits; recombinant FAS-TE, OMFH fluorogenic substrate, fluorescence endpoint; Fatty acid synthase (Homo sapiens), P49327; inhibition, % at 15 µM;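 active means compounds whose normalised, plate-corrected inhibition of enzyme fluorescence in the single-dose primary screen is 50% or more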;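 further: 0% = DMSO with enzyme and 100% = substrate without enzyme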
MT1-MMP act inh = blockers of MT1-MMP proenzyme processing, primary screen, HT1080 RFP-PRO-GFP cells, GFP/RFP fluorescence. Matrix metalloproteinase-14 (Homo sapiens), P50281. GFP/RFP ratio fluorescence, overnight; percent of plate control window, DMSO zero. GFP/RFP ratio change, % at 20 µM. 360,000 compounds, 0.061% hits. AID 651647, 2012;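 active means GFP/RFP ratio change of at least 30% with cell ATP level not reduced by more than half and red fluorescence within 50% of control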; further: strong numbers were not always called active
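Assay system – RFP-PRO-GFP reporter HT1080 cells · Compound dosing – single dose of 20 µM compound, 1% DMSO final · Incubation – overnight compound exposure at 37 °C · Measure – GFP/RFP fluorescence ratio · Benchmarks – DMSO wells and RFP-L50D-GFP cells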
NadD inh = inhibitors of S. aureus NadD, primary screen, biochemical, colorimetric, uHTS; 360,000 compounds, 0.78% hits; Nicotinate-nucleotide adenylyltransferase NadD (Staphylococcus aureus N315); AID 602399, 2012; purified NadD enzyme, colorimetric absorbance read-out; inhibition, % at 20 µM; in the data active means inhibition above about 26%; further: some compounds past the cut are filed as inactive
MLLE-PAM2 inh = inhibitors of PABP1 MLLE–PAM2 peptide binding, primary screen, biochemical, fluorescence polarization, FITC-PAM2, GST-MLLE | 360,000 compounds, 0.36% hits | inhibition, % at 20 µM | AID 588489, 2011; in the data active means inhibition above about 35%, passing the limit was not always enough;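 further: plate controls were DMSO wells with GST-MLLE for no effect and wells lacking GST-MLLE protein for full effect; some results filed as inactive read as strong as hits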
Target sequence (P11940 whole entry, looked up): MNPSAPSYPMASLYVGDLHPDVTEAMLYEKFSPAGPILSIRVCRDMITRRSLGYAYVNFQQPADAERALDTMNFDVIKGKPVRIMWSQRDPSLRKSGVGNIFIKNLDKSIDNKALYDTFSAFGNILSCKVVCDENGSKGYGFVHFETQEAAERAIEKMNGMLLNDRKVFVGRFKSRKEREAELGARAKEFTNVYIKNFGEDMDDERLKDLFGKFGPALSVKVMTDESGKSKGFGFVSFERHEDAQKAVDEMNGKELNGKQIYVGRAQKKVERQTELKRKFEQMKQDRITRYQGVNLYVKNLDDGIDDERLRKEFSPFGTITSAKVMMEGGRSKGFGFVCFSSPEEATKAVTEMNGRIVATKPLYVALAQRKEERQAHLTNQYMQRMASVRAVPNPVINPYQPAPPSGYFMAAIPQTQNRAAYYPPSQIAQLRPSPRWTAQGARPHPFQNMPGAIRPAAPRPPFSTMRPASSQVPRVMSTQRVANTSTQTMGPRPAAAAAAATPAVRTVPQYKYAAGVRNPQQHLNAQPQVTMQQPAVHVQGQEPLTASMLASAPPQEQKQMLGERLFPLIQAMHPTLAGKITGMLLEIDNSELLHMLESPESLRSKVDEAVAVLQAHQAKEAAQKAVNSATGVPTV
CSN inh = inhibitors of CSN-mediated cullin deneddylation, primary screen, biochemical, fluorescence polarization, uHTS | inhibition, % at 12.5 µM | AID 651999, 2013 | 360,000 compounds, 0.38% hits | COP9 signalosome complex subunit 5 (Homo sapiens), Q92905 | Purified CSN, SCF-Nedd8-OG deneddylation;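 active means pattern-corrected inhibition above about 35%, with an unprinted fluorescence ratio check between 0.5 and 1.5, limit read from the data, passing the limit was not always enough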;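 further: 0% = enzyme with substrate and 100% = substrate without enzyme; some results filed as inactive read as strong as hits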
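Assay system: Purified human Csn5 enzyme expressed in HEK293T cells | Amount: Enzyme 0.24 nM | Measured by: Fluorescence polarization readout | Medium: Tris/NaCl/DTT buffer, pH 7.5 | Compound dosing: One concentration, 12.5 µM, 0.25% DMSO | Times: 90 min incubation of compound, enzyme and substrate at room temperature | Control set: no-enzyme wells high, enzyme-with-substrate wells low | Read-out: % inhibition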
* marks the source's active call; other numbers are inactive results; i = inactive; / = not tested or not shown; + = active, no number. Only part of the results is shown, so the mix of outcomes need not match the whole.

mol,Rpn11 block,Neddylation inh,Rin1 Abl inh,SKN-1 inh,FAS TE block,MT1-MMP act inh,NadD inh,MLLE-PAM2 inh,CSN inh
CC(C)c1ccc(OCC(=O)N2CCCN(C)CC2)cc1,i,i,0,-8,-1,-1,-3,-11,2
COC(=O)C(O)(c1c(C)[nH]n(-c2ccccc2)c1=O)C(F)(F)F (centres undefined),i,i,-2,4,-4,5,1,17,-3
O=C(CN1CCCC1=O)Nc1ccccc1,i,i,-3,-3,-3,2,-3,7,2
CCOc1cc(C(=O)N2CCC3(CC2)OCCO3)cc(OCC)c1OCC,i,i,1,-7,-6,1,-5,1,-13
COc1ccc(C(=O)c2nc3ccccc3n2C(C)C)cc1OC,i,i,0,12,0,-2,-3,-8,-1
O=c1[nH]c(=S)n(CCC2=CCCCC2)c(O)c1C=NCCCn1ccnc1,i,i,0,21,-12,-9,15,-44,8
CN1C2CCC1C(COC(=O)c1ccccc1)C(O)C2 (centres undefined),i,i,2,7,-5,3,-7,-1,-2
CN1CC=C2C(C#N)=C(N)C(C#N)(C#N)C(c3ccncc3)C2C1 (centres undefined),i,/,-7,40*,-31,-34,1,96,-27
CCOC(=O)[C@]12Cc3c(cc(OC)c(OC)c3OC)[C@H]1N(C1CCCCC1)C(=O)c1ccccc12,/,i,/,-3,81*,-24,5,/,4
CCc1ccc(CN2CCCC(C(=O)c3sccc3C)C2)o1 (centres undefined),i,i,2,0,4,-2,1,1,3
N#CC1=C(N)Oc2c(c(=O)sc3ccccc23)C1c1cccnc1 (centres undefined),i,i,1,2,0,-14,-6,14,0
CCN(CC)C(=O)c1ccc(NC(=O)c2cc(-n3cnnc3)ccc2Cl)cc1,i,i,1,3,-9,-1,-5,-31,5
Cc1cc(OC(=O)c2cccs2)c2c3c(c(=O)oc2c1)CCCC3,i,i,1,-7,45,4,-4,14,1
COC(=O)C1=C(c2cc3ccccc3s2)C[C@@H]2CC[C@H]1N2C(=O)NCc1ccc(F)cc1,i,i,5,8,22,1,-12,-8,-6
CC1CC(OC(=O)c2ccccc2)(c2ccccc2)C(C)CN1C (centres undefined),i,i,0,-3,-2,-4,-9,0,2
C[C@]12CC[C@H](O)CC1=CCC1C2CC[C@]2(C)C(=O)[C@H](Br)CC12 (some centres undefined),i,i,4,2,-3,2,1,0,5
Cc1ccc2cccc(OC(=O)N(C)c3ccccc3)c2n1,i,i,1,10,-5,2,-3,0,1
O=C1NC(=O)C(Cc2cccs2)C(=O)N1,i,i,1,20,-4,6,1,10,6
CC1OC(C[N+](C)(C)C)CC1O (centres undefined),i,i,-3,-9,-1,3,-1,-1,0
N[C@@H](Cc1c[nH]c2ccccc12)c1nnc(SCc2ccc(Cl)cc2)o1,i,i,1,-19,1,8,1,-36,-5
Brc1ccc2[nH]cc(C=NN3CCCCCC3)c2c1,i,i,-2,0,19,-4,4,-38,2
CCCCCSc1cc(OC)c(CCNC)cc1OC,+,i,-1,-2,-10,5,-8,0,-4
COc1ccc(NC(c2ccccc2F)P(=O)(Oc2ccccc2)Oc2ccccc2)cc1 (centres undefined),i,i,5,0,36,-9,-5,10,5
Brc1ccc(Oc2ccc(Br)cc2Br)c(Br)c1,i,i,-1,1,17,-4,7,2,4
COc1cc(O)c(C(=O)O)c(-c2cc(O)c(O)cc2C)c1,i,i,1,-1,-4,1,-4,29,3
CCN1CCN(c2ccc([N+](=O)[O-])cc2C=C2C(=O)NC(=O)NC2=O)CC1,i,i,-6,8,-6,7,10,13,-1
Cc1oc(-c2cccs2)nc1CSCC(=O)N1CCC2(CC1)OCCO2,i,i,-2,0,-3,3,-6,25,2
COc1cc2c(cc1OC)CC[N+](C)=C2,i,/,-3,6,-10,4,5,-112,3
CN1CCN(c2ccc3nccnc3c2)CC1,i,i,-3,9,-3,-2,-2,2,-1
CCC1(CC)C(=O)C=CNC1=O,i,i,1,2,2,3,0,22,8
C(#CCN1CCCCC1)CN1CCCCC1,i,i,2,10,-3,4,1,3,0
O=NN1CCCCC1,i,i,7,-9,-4,0,3,9,0
C[C@@H]1O[C@@H](O[C@@H]2C=C3CC[C@@H]4C(CC[C@]5(C)[C@@H](c6ccc(=O)oc6)CC[C@]45O)[C@@]3(C)CC2)[C@H](O)[C@H](O)[C@H]1O (some centres undefined),i,i,-3,8,-10,-44,1,-14,-5
COc1ccc(-c2ccc(OC)c(OC)c2OC)cc1,i,i,3,-12,-2,-2,-4,8,1
COC(=O)C1=C(c2ccccc2)C[C@@H]2CC[C@H]1N2C(=O)NCc1ccccc1,i,i,-2,15,-6,1,1,-6,-2
Cc1ccccc1C1=NCC(=O)N(CC(=O)NCc2ccco2)c2sc3c(c21)CCCC3,i,i,2,5,3,-2,8,3,2
CCN1C(=O)C(=Cc2c(C)n(CC(=O)NCC3CCCO3)c3ccccc23)C(=O)N(CC)C1=S (centres undefined),+,i,3,18,-3,14,2,-66,25
CCOP(=O)(Cc1ccc(C(=O)CC)o1)OCC,i,i,2,-6,-5,1,7,7,2
O=C(O)c1c[nH]c2ccc(S(=O)(=O)N(CCCl)CCCl)cc12,i,i,1,3,-4,2,-4,-12,2
c1ccc(CCNCc2cccnc2)cc1,i,i,1,11,-5,-1,-1,1,2
O=c1[nH]c(=O)n(CCc2ccccc2)c(O)c1C=NCCN1CCNCC1,i,i,-2,-21,-4,-1,-2,-6,1
C=CCN1CC[C@]23c4c5ccc(O)c4O[C@H]2/C(=N/NC(=O)c2ccccc2)CC[C@@]3(O)[C@H]1C5,i,i,0,3,-6,1,1,-1,3
COc1ccc2c(c1)C1(C(=O)O)CC=CCC1(C(=O)O)C2 (centres undefined),i,i,1,-11,-6,2,-1,-5,5
O=C1/C(=C\c2ccccc2)C2OCC=C3CN4CCC56c7ccccc7N1C5C2C3CC46 (centres undefined),i,i,-3,-6,-4,-3,-8,1,0
O=[N+]([O-])c1cc([As](=O)(O)c2ccc(O)c([N+](=O)[O-])c2)ccc1O,i,i,-2,1,-4,-1,-5,-10,-1
Cc1c(C(=O)c2cccc3ccccc23)c2cccc3c2n1[C@H](CN1CCOCC1)CO3,i,i,-1,2,32,-11,2,5,-4
Cc1ccc(S(=O)(=O)NCCC(=O)Nc2ccc(Cl)cc2C(=O)c2ccccc2)cc1,i,i,-5,-2,18,3,-7,4,-1
C=Cn1ccnc1P(=S)(c1ccccc1)c1nccn1C=C,i,i,0,5,-8,3,6,0,4
COc1ccc(C2SCC(=O)Nc3c2c(=O)[nH]n3C2CCCCC2)cc1 (centres undefined),i,i,0,-9,-12,-4,8,-6,6
OC(CN1CCOCC1)c1csc2ccccc12 (centres undefined),i,i,0,-15,-2,5,-5,-12,-2
COc1ccc(Oc2c(C)oc3cc(OC(=O)N(C)C)ccc3c2=O)cc1,i,i,1,19,-5,-5,-8,23,2
Oc1ccccc1-[n+]1c(-c2ccccc2)cc(-c2ccccc2)c(O)c1-c1ccccc1,i,i,0,-13,21,-6,18,-11,5

By substructure, the entries above with an aryl methoxy group.
mol,Rpn11 block,Neddylation inh,Rin1 Abl inh,SKN-1 inh,FAS TE block,MT1-MMP act inh,NadD inh,MLLE-PAM2 inh,CSN inh
COc1ccc(C(=O)c2nc3ccccc3n2C(C)C)cc1OC,i,i,0,12,0,-2,-3,-8,-1
CCOC(=O)[C@]12Cc3c(cc(OC)c(OC)c3OC)[C@H]1N(C1CCCCC1)C(=O)c1ccccc12,/,i,/,-3,81*,-24,5,/,4
CCCCCSc1cc(OC)c(CCNC)cc1OC,+,i,-1,-2,-10,5,-8,0,-4
COc1ccc(NC(c2ccccc2F)P(=O)(Oc2ccccc2)Oc2ccccc2)cc1 (centres undefined),i,i,5,0,36,-9,-5,10,5
COc1cc(O)c(C(=O)O)c(-c2cc(O)c(O)cc2C)c1,i,i,1,-1,-4,1,-4,29,3
COc1cc2c(cc1OC)CC[N+](C)=C2,i,/,-3,6,-10,4,5,-112,3
COc1ccc(-c2ccc(OC)c(OC)c2OC)cc1,i,i,3,-12,-2,-2,-4,8,1
COc1ccc2c(c1)C1(C(=O)O)CC=CCC1(C(=O)O)C2 (centres undefined),i,i,1,-11,-6,2,-1,-5,5
COc1ccc(C2SCC(=O)Nc3c2c(=O)[nH]n3C2CCCCC2)cc1 (centres undefined),i,i,0,-9,-12,-4,8,-6,6
COc1ccc(Oc2c(C)oc3cc(OC(=O)N(C)C)ccc3c2=O)cc1,i,i,1,19,-5,-5,-8,23,2
